Assay outcomes (PubChem BioAssay)
A-T KAP1 phos = qHTS Assay for Identifying a Potential Treatment of Ataxia-Telangiectasia; AID 485349, 2010; […] A-T fibroblasts, KAP-1 phosphorylation AlphaLISA; neocarzinostatin DNA damage 30 min before lysis; Potency, µM (doses to about 57.5 µM), for inactives: top-dose activation, actives largely listed as activators; hit rate 0.19% among 320,000; also: potency is read from the fitted curve at half-maximal effect; % of control where 0% means no effect; nearly all actives have a fitted effect of over 45% in size
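hTERT-immortalized A-T patient fibroblasts ([…]), 500 cells/well in OPTI-MEM, 1% FBS, got compounds for 60 min, then NCS for 30 min at 37C. Lysates were then assayed for phospho-KAP-1 by AlphaLISA (anti-pKAP1 donor, anti-KAP1 acceptor beads), 6 hr at 25C.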
TRPV1 agonist = HTS Assay for Compounds that Act as Agonists of the Vanilloid Receptor 1; AID 540275, 2011; activation, % at 8.33 µM; Transient receptor potential cation channel subfamily V member 1 (Homo sapiens), Q8NER1; hit rate 0.19% among 320,000; TRPV1-expressing cells, Fluo-8 calcium influx, agonist mode; in the data active = activation above about 80%; inconclusive = between about 30% and that limit; also: 0% is about no effect
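Fluo-8 calcium influx in TRPV1-expressing cells, kinetic read (ex 480/em 520 nm). Compound added and read 3 min for agonist activity, followed by capsaicin at EC20 final and 2 min further read for enhancement.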
KCNH2 3.1 block = qHTS for Inhibitors of KCHN2 3.1: Mutant qHTS | Potassium voltage-gated channel subfamily H member 2, brain isoform KCNH2 3.1 (human) | U2OS KCNH2 3.1, thallium flux FluxOr; hits give low values | activity change, % (tested at about 1.8 µM) | hit rate 0.95% among 340,000 | AID 720553, 2013;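 active = maximum activity change below -70%; inconclusive = maximum activity change from -70% to -50%; inactive = maximum activity change above -50%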;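 also: thallium influx rate constant from kinetic fluorescence after stimulation buffer; % is scaled to controls: 0 for no effect and ±100 for the full control effect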
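Virally transduced U2OS (3.1 isoform, 4 h infection in dark at RT) → overnight 37 C → FluxOr + Red40 in HBSS/HEPES, 45 min → stimulation buffer, 2 min kinetic read → rate constant vs DMSO controls.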
USP2a inh = qHTS Assay for Inhibitors of Ubiquitin-specific Protease USP2a Using CHOP2 as the Reporter. Ubiquitin carboxyl-terminal hydrolase 2 (Homo sapiens), O75604. Potency, µM (series often up to 38.3 µM), for the others: at the top dose activity change, negative = inhibition, usual class: inhibitors. USP2 core, Ub-CHOP2 coupled fluorogenic reporter, 485/531. AID 463254, 2010. hit rate 0.01% among 330,000;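 also: potency is read from the fitted curve at half-maximal effect; plate controls were DMSO wells for no effect and full inhibition by NEM control for full effect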
Target sequence (O75604 whole entry, looked up): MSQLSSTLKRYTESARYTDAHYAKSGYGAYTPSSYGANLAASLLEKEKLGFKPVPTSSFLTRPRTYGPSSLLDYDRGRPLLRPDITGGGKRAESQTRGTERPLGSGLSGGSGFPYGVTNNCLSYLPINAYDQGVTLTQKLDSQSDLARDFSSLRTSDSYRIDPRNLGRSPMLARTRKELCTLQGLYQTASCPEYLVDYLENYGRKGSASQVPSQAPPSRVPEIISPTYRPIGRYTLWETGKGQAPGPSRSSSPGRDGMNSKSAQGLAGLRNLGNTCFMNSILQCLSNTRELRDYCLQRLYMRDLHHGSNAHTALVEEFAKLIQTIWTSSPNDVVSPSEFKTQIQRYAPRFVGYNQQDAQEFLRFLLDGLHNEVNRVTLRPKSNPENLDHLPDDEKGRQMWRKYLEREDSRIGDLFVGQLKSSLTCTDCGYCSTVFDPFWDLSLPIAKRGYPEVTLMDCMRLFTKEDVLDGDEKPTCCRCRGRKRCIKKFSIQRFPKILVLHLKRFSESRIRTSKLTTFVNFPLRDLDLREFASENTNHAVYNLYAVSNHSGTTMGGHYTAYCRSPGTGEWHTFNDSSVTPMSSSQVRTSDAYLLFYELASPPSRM
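Cell-free coupled assay: 10nM USP2 core preincubated 30min RT with compound in Tris-HCl pH 8.0/CaCl2/CHAPS buffer, then 25nM Ub-CHOP2 and 25nM reporter substrate; fluorescence (Ex 485/Em 531) read after 60min RT, normalized to NEM inhibition, concentration-response curves fitted.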
Eya2 inh = qHTS Assay for Inhibitors of the Phosphatase Activity of Eya2. hit rate 0.006% among 330,000. recombinant Eya2, OMFP fluorescence dephosphorylation (OMFP is methylfluorescein phosphate). Potency, µM (highest dose often 76.9 µM), for the others: top-dose activity, negative = inhibition, actives largely listed as inhibitors. Protein phosphatase EYA2 (Homo sapiens), O00167; also: potency is read from the fitted curve at half-maximal effect; % is scaled to controls: 0 for no effect and ±100 for the full control effect
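Eya2 (0.2 uM) preincubated 10 min at ambient with compound, then OMFP substrate added at 50 uM; 10 min reaction in 50 mM HEPES pH 7.5, 50 mM NaCl, 5 uM MgCl2, 0.05% BSA, 1 mM DTT. Fluorescence read at Ex 485/Em 525 nm.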
TSHR antagonist = Antagonists of the Thyroid Stimulating Hormone Receptor: HTS campaign; Thyrotropin receptor (Homo sapiens), P16473; TSHR-expressing cells, TSH-stimulated cAMP HTRF, 2 h; hits give low values; activity change, negative = inhibition, % at 11.5 µM; hit rate 0.2% among 330,000;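 active = activity change below a set negative limit, meaning inhibition stronger than a set level, cut at about -70% in these data; inconclusive = activity change between two set negative limits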; also: % is scaled to controls: 0 for no effect and ±100 for the full control effect
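Freshly harvested TSHR cells receive pin-tooled compound, then EC80 TSH at 4nM final. After 2 hours at 37 deg C, antibody in lysis buffer and cAMP-d2 are added; 30 minutes at ambient temperature precede the HTRF read.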
TCR act = Activators of T cell receptors: qHTS campaign; primary human leukocytes, anti-CD3, IL-2 HTRF, 48 h; Potency, µM (doses to about 9.22 µM), for inactives: at the top dose activation of IL-2 secretion, most hits filed as activators; 330,000 tested, under 10 active; also: % of control where 0% means no effect
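IL-2 produced over 48 hr by a-CD3 bead-stimulated primary human leukocytes exposed to compounds was detected with a homogeneous time-resolved FRET immunoassay, 665nm acceptor signal after 320nm excitation.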
Mito fusion act = qHTS Assay for Small Molecule Inhibitors of Mitochondrial Division or Activators of Mitochondrial Fusion; S. cerevisiae fusion-defective mutant growth rescue, CellTiterGlo 48 h; Potency, µM (highest dose often 46.1 µM), without a hit: at the highest dose growth rescue (activation), actives largely listed as activators; hit rate 0.23% among 320,000;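 also: potency is read from the fitted curve at half-maximal effect; % of control where 0% means no effect; nearly all actives have a fitted effect of over 45% in size; temperature-sensitive fusion mutants such as fzo1-1 at 37 °C on non-fermentable ethanol glycerol medium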
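Read-out: ATP-based luminescence (CellTiterGlo, 10 min ambient) reporting growth of fusion-defective ts yeast after 48 hours at 37C on glycerol/ethanol YPEG medium in the presence of compound.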
ELG1 repair inh = qHTS screen for small molecules that inhibit ELG1-dependent DNA repair in human embryonic kidney (HEK293T) cells expressing luciferase-tagged ELG1; HEK293T ELG1-luciferase reporter, luminescence, 16 h; DNA damage induced by 5-fluorouridine; Potency, µM (highest dose often 46.1 µM), for the others: at the top dose activity change, negative = inhibition, hits mostly inhibitors; hit rate 2.3% among 330,000; AID 504467, 2011; also: potency is read from the fitted curve at half-maximal effect; % is scaled to controls: 0 for no effect and ±100 for the full control effect; nearly all actives have a fitted effect of over 55% in size
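DMSO vehicle served as the neutral condition. Each well held 2,000 cells given 5-fluorouridine plus compound; after 16 hr at 37 °C/5% CO2, ONE-Glo was added and luciferase measured 30 min later.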
KCNH2 WT inh = qHTS for Inhibitors of KCHN2 3.1: Wildtype qHTS | U2OS, BacMam KCNH2, thallium flux FluxOr; hits give low values | activity change, % at 1.84 µM | hit rate 0.37% among 340,000;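 active = maximum activity change below -70%; inconclusive = maximum activity change between -70% and -50%; inactive = maximum activity change above -50%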; also: % is scaled to controls: 0 for no effect and ±100 for the full control effect
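U2OS cells were transduced with wild-type KCNH2 virus (2.03 x 10^8 / mL) for 4 h at room temperature, then cultured overnight at 37 C. Thallium flux was read with FluxOr dye. Rate constants were normalized to DMSO controls.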
Active calls of the source: *; ? = inconclusive; / = not tested or not shown; & = joins results of further samples; [ ] = another dose, or the depositor's remark. Unless noted, calls follow the shape of the dose curve; as a rule, active = well fitted curve in the direction sought with a large enough effect; inconclusive = small, poorly fitted or top-dose-only effect, or another doubt; inactive = no such curve, though single readings can be large; an effect the other way counts as inactive or inconclusive. An excerpt; count on the stated rates, not on these rows.

SMILES | A-T KAP1 phos | TRPV1 agonist | KCNH2 3.1 block | USP2a inh | Eya2 inh | TSHR antagonist | TCR act | Mito fusion act | ELG1 repair inh | KCNH2 WT inh
CCN1CCC(=NNC(=O)CC23CC4CC(CC(C4)C2)C3)CC1 | 5.6% | 17.8 | 0.0 | 1.9% | -4.3% | 27.6 | 4.1% | 3.8% | ? | -6.1
C=CCn1c(SCC(=O)N2CCN(c3ccc(F)cc3)CC2)nnc1-c1cccs1 | 17.7% | 3.4 | -2.7 | -0.9% | -2.8% | -6.0 | -0.3% | 2.5% | ? | 15.2
COC(=O)c1ccccc1S(=O)(=O)N1CCC(C(=O)OCc2ccc([N+](=O)[O-])cc2)CC1 | 3.4% | 16.2 | -3.6 | -1.7% | -18.3% | -1.8 | -5.8% | 5.3% | 2.0% | 5.6
COc1cc(/C=C/C(=O)OC(C)C(=O)Nc2ccc(Cl)cn2)ccc1OC(F)F (stereo not drawn) | 11.1% | / | -18.1 | 1.4% | 1.9% | -13.1 | -54.0% | / | ? | 9.6
COc1cccc(NC(=O)Nc2nnc(N3CCCCC3C)s2)c1 (stereo not drawn) | -26.7% | 29.6 | 3.2 | 1.2% | 6.5% | 23.9 | 4.4% | 12.2% | 1.8% | -5.1
O=c1nc2n(c3c4c(sc13)CCC4)CCC2 | 12.4% | 9.0 | 2.9 | 1.0% | -7.4% | 1.2 | / | 9.4% | 15.2% | -11.5
Cc1ccccc1NC(=O)c1ccc(Cl)c(NC(=O)c2ccncc2)c1 | 0.7% | 3.7 | 13.5 | 1.5% | 11.7% | 4.0 | -2.7%[46.1 µM] | -8.2% | -16.8% | -12.5
Cc1c(Cc2ccccc2)sc(NC(=O)c2ccco2)c1C(N)=O | -5.2% | 0.7 | -14.0 | -0.4% | 12.8% | -5.0 | 1.1%[46.1 µM] | -1.7% | 2.7% | -0.6
Cc1cc(C)nc(N2N=C(C(F)(F)F)CC2=O)n1 | -2.2% | 7.4 | 9.3 | -1.1% | -0.3% | -0.8 | -3.4% | -3.1% | -15.3% | 14.1
CC(C)(CC(=O)O)CC(=O)Nc1ccc(Cl)c(Cl)c1 | 3.6% | 3.9 | 1.4 | -7.4% | 1.5% | -6.5 | 2.1% | -4.6% | ? | -5.7
COc1ccc(S(=O)(=O)NC2CCCCC2)cc1-n1cnnn1 | -3.3% | 2.9 | -3.4 | 0.3% | -10.3% | -0.5 | -0.3% | 6.8% | -8.6% | -0.9
CC(C)CNC(=S)N1CCC(C(=O)c2ccc3c(c2)OCCO3)CC1 | 4.0% | 25.0 | -32.3 | 8.5% | -15.3% | -24.9 | -5.9% | 0.2% | ? | -4.7
Cc1cc(=O)n2nc(N3CCCC(C(=O)NCCCN4CCc5ccccc5C4)C3)sc2n1 (stereo not drawn) | -6.5% | 2.3 | -2.5 | 1.0% | 7.2% | 11.5 | 0.4% | -5.0% | 1.1% | -19.1
CCN(CC(=O)Nc1ccc(NC(C)=O)cc1)C(=O)CC1OC(=O)c2ccccc21 (stereo not drawn) | 1.5% | 2.5 | -0.6 | 1.8% | -20.1% | -0.2 | -2.0% | 0.1% | 20.5% | 15.6
CCOC(=O)C1=CN(Cc2ccco2)S(=O)(=O)NC1CC (stereo not drawn) | -41.8%[inhibitor] | / | 4.6 | -5.3% | -0.1% | -5.5 | 2.4%[46.1 µM] | / | -3.5% | -5.1

A few values from the results shown.
Entry for `Cc1cc(=O)n2nc(N3CCCC(C(=O)NCCCN4CCc5ccccc5C4)C3)sc2n1` (stereo not drawn) in A-T KAP1 phos: -6.5%
Entry for `Cc1cc(C)nc(N2N=C(C(F)(F)F)CC2=O)n1` in TCR act: -3.4%

More structures follow:
SMILES | A-T KAP1 phos | TRPV1 agonist | KCNH2 3.1 block | USP2a inh | Eya2 inh | TSHR antagonist | TCR act | Mito fusion act | ELG1 repair inh | KCNH2 WT inh
O=[N+]([O-])c1ccccc1CN1CCN(Cc2ccc3ccccc3c2)CC1 | -7.0% | -5.2 | -80.4* | 1.4% | -2.5% | -1.4 | -4.7% | -9.7% | ? | 4.5
COc1ccc(N2CC(C(=O)Nc3cccc(OC(C)C)c3)CC2=O)cc1 (stereo not drawn) | 4.9% | 1.4 | -10.3 | -0.6% | 5.0% | 1.4 | -1.2% | -3.2% | -12.4% | -32.4
CN1CCN(C(=O)c2cc(Cl)cc(Cl)c2)CC1 | 4.7% | -2.7 | 3.6 | -0.7% | 1.1% | 10.9 | 2.0% | -1.8% | -16.5% | 2.4
O=C(NCCCn1ccnc1)c1cccc(S(=O)(=O)N2CCCCCC2)c1 | 1.7% | 0.0 | -5.9 | 6.1% | 3.2% | 2.2 | / | -2.9% | ? | 10.0
Cc1ccc(N(C(=O)CCCC(=O)Nc2ccccn2)C(C(=O)NC2CCCC2)c2ccc(O)cc2)cc1C (stereo not drawn) | -1.0% | -2.1 | 8.8 | 0.5% | 0.9% | 0.9 | 2.7% | -10.2% | 11.3% | 4.6
O=C(CN1CCN(c2ncccn2)CC1)N(Cc1ccccc1)c1ccc(F)cc1 | 0.5% | 0.6 | -8.4 | 3.3% | -5.5% | -5.0 | -11.5% | 3.0% | -12.3% | -29.4
Fc1ccc(-n2cc(-c3ccccc3)c3c(=S)nc[nH]c32)cc1 | -0.4% | -0.4 | 11.9 | -2.1% | -12.8% | 7.2 | -2.9% | -23.3% | -19.6% | -13.8
CC(C)CCc1noc(CN(C)CC2CCN(Cc3ccccc3)CC2)n1 | 2.4% | 4.2 | 10.8 | 0.6% | 1.3% | -5.1 | / | 11.3% | -2.9% | 11.1
Cc1cc(=O)oc2cc(OCC(=O)N3CCC(C(N)=O)CC3)ccc12 | -8.6% | -3.8 | 4.3 | -3.5% | -9.6% | -3.9 | -1.8% | -1.2% | -20.6% | 0.4
Cn1c(=O)c2[nH]c(-c3ccccc3)nc2n(C)c1=O | 12.8% | 1.1 | / | 0.1% | -1.0%&4.0% | -18.4&-1.4 | / | ? | 11.2% | /
N#Cc1cnn(-c2ccccc2)c1NC(=O)CN1CCN(c2ccccc2)CC1 | -3.7% | 3.9 | -3.7 | -1.6% | 10.6% | -5.2 | -2.1% | -3.2% | -6.0% | 3.5
O=C(Nc1ccccn1)NC1CCCCC1 | 0.8% | 7.0 | 7.4 | 0.2% | -14.3% | -5.7 | 14.3% | 7.7% | 0.0% | 2.0
Cc1cc(Cl)ccc1OCC(=O)NNC(=O)c1cnccn1 | 0.5% | 0.2 | 2.6 | 4.2% | 10.6% | 4.0 | 3.0% | ? | -8.1% | 2.9
O=C1CCC(C(=O)OC(C(=O)Nc2ccc([N+](=O)[O-])cc2Br)c2ccccc2)=NN1 (stereo not drawn) | 1.4% | -0.6 | -27.4 | 0.6% | 6.6% | -2.0 | -3.8% | 18.6% | -4.9% | 18.1
CN(C)C(=O)COc1ccc(S(=O)(=O)c2ccc(OCC(=O)N(C)C)cc2)cc1 | 6.4% | -0.9 | 3.6 | -1.5% | -11.3% | -6.1 | 6.7% | -4.7% | 12.4% | -5.4
CN1CCN(NC(=O)c2cn(-c3ccccc3)nc2-c2cccs2)CC1 | 9.1% | -2.3 | -2.8 | 1.1% | -24.4% | -0.4 | -7.1% | -15.1% | 24.5% | /
CC1(C)OC(=O)C(=CNc2ncccn2)C(=O)O1 | 0.9% | -2.4 | -9.1 | 0.1% | -0.5% | 3.9 | -10.3% | -3.1% | 11.3% | 18.2
CCOC(=O)N1CCN(C(=O)Cc2cccs2)CC1 | -1.4% | 0.6 | -1.4 | 0.7% | -1.6% | 4.8 | 6.9% | 2.3% | -3.4% | 0.6
Cc1ccc2c(c1)[C@H]1[C@H](CO2)[C@H](c2ccccc2)[C@]2(C)C(=O)Nc3ccccc3C(=O)N12 | -6.7% | / | -15.6 | -0.4% | -10.1% | -15.2 | -24.8% | / | ? | 13.6
COc1ccc(C)cc1NC(=S)N1CC(C)OC(C)C1 (stereo not drawn) | -4.2% | 2.5 | -8.5 | 0.1% | 10.4% | 3.7 | 2.8% | 1.0% | 15.7% | -4.1
